Cardiac RTF inh: cardiac RTF calcium sensitivity inhibitors, primary screen, biochemical, IANBD-TnC fluorescence, EC70 calcium. Troponin I, cardiac muscle (Homo sapiens) + Troponin T, cardiac muscle (Homo sapiens) + …. IANBD-labeled cardiac RTF, Ca2+ fluorescence. inhibition, % at 7.15 µM. actives 0.12% (n = 340,000). AID 493244, 2011;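 active = inhibition above the mean inhibition of all tested compounds plus 3 SD, cut at about 17% in these data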;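 note: assay run at fixed EC70 calcium of 1.6 mM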
MOR-DOR ag: agonists of OPRM1-OPRD1 heterodimerization, primary screen, cell-based, luminescence; activation, % at 9.3 µM; actives 0.3% (n = 340,000); Mu-type opioid receptor (Homo sapiens) + Delta-type opioid receptor (Homo sapiens), …; cells; in the data active = activation above about 18%;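 note: 0% = vehicle-treated cells and 100% = reference agonist; values of inactives mirror those of a sister screen read the other way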
MOR-DOR inv ag: inverse agonists of MOR-DOR heterodimerization, primary screen, cell-based, luminescence. actives 0.21% (n = 340,000). inhibition, % at 9.3 µM. AID 504357, 2011. cell-based MOR-DOR heterodimer luminescence, inverse agonism; in the data active = inhibition above about 22%, passing the limit was not always enough;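 note: 0% = cells with DMSO and 100% = wells without cells with DMSO; values of inactives mirror those of a sister screen read the other way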
C-LANA FP: inhibitors of KSHV C-LANA binding to DNA, primary screen, biochemical, fluorescence polarization, FAM-LBS DNA, MBP-C-LANA, single point; Kaposi's sarcoma herpesvirus LANA C-terminal domain (residues 932-1162) DNA binding; actives 0.078% (n = 340,000); inhibition, % at 9 µM;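 active = highest replicate inhibition at or above 60% at 9 µM, even if other replicates fall short; inactive = all replicates below 60% inhibition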;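 note: 0% = neutral control wells and 100% = 4 µM acridine orange control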
V-ATPase pH: regulators of yeast V-ATPase proton pumping, primary screen, pHLuorin cytosolic pH fluorescence; S. cerevisiae; response, % at 10 µM; AID 504577, 2011; actives 0.37% (n = 350,000); in the data active = response mostly above about 7.3%, no sharp cut-off; inactive = mostly below about 5.4%; note: actives read high; inactives centre near 0; some compounds called inactive have numbers as strong as hits; reference of the scale not given here
Wnt act: Wnt/beta-catenin pathway activators, primary screen, cell-based, plate reader, single point; activation, % at 9.35 µM; Wnt/beta-catenin reporter cell assay, activator; AID 743398, 2014; actives 1.2% (n = 300,000); in the data active = activation above about 30%, passing the limit was not always enough;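 note: 0% = neutral control wells and 100% = positive control wells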
Pemphigus Ab inh: inhibitors of pemphigus antibody binding to DSG3, primary screen, biochemical, bead-based, flow cytometry, scFv-GFP; DSG3-coupled beads, scFv-anti-DSG3-GFP binding; active compounds read low; binding (percent of control), % at 10 µM; actives 0.48% (n = 310,000); AID 588358, 2011;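 active = binding more than 3 SD below its plate's average and above zero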;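 note: hits lower antibody fragment binding to DSG3; some compounds called inactive have numbers as strong as hits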
Target sequence (P32926 whole entry, looked up, the tested form may be a part): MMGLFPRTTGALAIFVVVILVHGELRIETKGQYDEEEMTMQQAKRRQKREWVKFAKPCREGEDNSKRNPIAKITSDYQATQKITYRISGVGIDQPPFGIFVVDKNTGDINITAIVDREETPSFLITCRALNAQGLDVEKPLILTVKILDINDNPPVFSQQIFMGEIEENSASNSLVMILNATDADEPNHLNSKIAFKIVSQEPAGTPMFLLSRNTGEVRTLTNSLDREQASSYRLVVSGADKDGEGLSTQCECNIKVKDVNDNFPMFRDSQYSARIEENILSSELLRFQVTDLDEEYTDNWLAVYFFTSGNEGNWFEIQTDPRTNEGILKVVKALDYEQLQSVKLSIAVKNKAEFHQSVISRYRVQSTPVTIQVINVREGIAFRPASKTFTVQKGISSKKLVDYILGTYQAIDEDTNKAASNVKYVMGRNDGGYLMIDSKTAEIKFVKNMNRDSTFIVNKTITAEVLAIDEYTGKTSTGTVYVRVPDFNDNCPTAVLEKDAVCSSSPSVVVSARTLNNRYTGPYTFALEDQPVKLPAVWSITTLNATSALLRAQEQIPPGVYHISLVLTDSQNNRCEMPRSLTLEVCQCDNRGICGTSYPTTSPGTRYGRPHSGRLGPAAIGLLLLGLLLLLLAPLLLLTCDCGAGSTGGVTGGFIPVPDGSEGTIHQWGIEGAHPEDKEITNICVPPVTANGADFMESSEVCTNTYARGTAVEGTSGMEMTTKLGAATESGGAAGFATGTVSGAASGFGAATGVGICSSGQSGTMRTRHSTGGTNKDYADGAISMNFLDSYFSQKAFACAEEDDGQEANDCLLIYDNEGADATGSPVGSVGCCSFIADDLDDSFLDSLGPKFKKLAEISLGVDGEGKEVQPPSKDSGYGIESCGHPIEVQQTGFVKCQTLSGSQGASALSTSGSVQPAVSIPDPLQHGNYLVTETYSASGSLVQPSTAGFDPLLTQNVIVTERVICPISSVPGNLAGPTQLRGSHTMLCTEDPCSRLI
Arrestin-AP2 inh: inhibitors of beta-arrestin/AP2 binding, primary screen, biochemical, GPCR trafficking, flow cytometry | FITC-arrestin peptide / GST-AP2 beads; AP2 beta2 appendage carries R879A mutation | actives 0.31% (n = 340,000) | inhibition, % at 10 µM | beta-arrestin 1 C-terminal peptide binding to AP2 beta2-adaptin appendage (human) | AID 504490, 2011;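 active = inhibition above a set limit, near 3 SD of compounds lacking own fluorescence, cut at about 54% in these data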;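 note: plate controls were DMSO wells for no effect and 5 µM unlabelled arrestin peptide for full effect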
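System: GST-AP2 R879A glutathione beads. Medium: PBS with 0.05% Tween 20 and 0.1% BSA. Also added: FITC-arrestin peptide, 50 nM. Incubation: 12 min plus 1 h, RT. Measured by: high-throughput flow cytometry of beads, ex 488, em 535 nm. Evaluation: percent drop in bead-associated FITC signal.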
cardiac RTF act: cardiac RTF calcium sensitivity activators, primary screen, biochemical, IANBD-TnC fluorescence, EC20 calcium | IANBD-labeled TnC RTF fluorescence at EC20 calcium; 0% EC20 calcium, 100% full calcium | actives 0.24% (n = 340,000) | activation, % at 7.2 µM | Troponin I, cardiac muscle (Homo sapiens) + Troponin T, cardiac muscle (Homo sapiens) + …;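 active = activation above the mean over all tested compounds plus 3 SD, cut at about 30% in these data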;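 note: rise in fluorescence read as greater calcium sensitivity of cardiac thin filaments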
Keap1 Nrf2 FP: Keap1-Nrf2 protein-protein interaction inhibitors, primary screen, biochemical, fluorescence polarization, single point; Kelch-like ECH-associated protein 1 (Homo sapiens), Q14145; Keap1 Kelch-Nrf2 peptide fluorescence polarization, 1536-well; inhibition, % at 9.4 µM; actives 0.15% (n = 340,000); AID 504523, 2011; in the data active = inhibition above about 12%;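 note: human Keap1 Kelch domain with fluorescein labeled Nrf2 9mer peptide probe; 0% = neutral control wells and 100% = peptide positive control; higher means more block of Keap1 binding to Nrf2 peptide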
Starred values were filed as active, the others as inactive.

How did Cc1sc(NC(=S)NC(=O)C2CCCCC2)c(C(N)=O)c1C do in these assays?
Cardiac RTF inh: -11; MOR-DOR ag: 19*; MOR-DOR inv ag: -128; C-LANA FP: 0.6; V-ATPase pH: 1; Wnt act: 21; Pemphigus Ab inh: 88; Arrestin-AP2 inh: 3; cardiac RTF act: -1; Keap1 Nrf2 FP: -8

What do the screens show for `O=C(CC1C(=O)OCC2CCCCN21)Nc1ccccc1C(F)(F)F` (centres undefined)?
Cardiac RTF inh: -8; MOR-DOR ag: -0.8; MOR-DOR inv ag: 4; C-LANA FP: 2.7; V-ATPase pH: 1; Wnt act: -1; Pemphigus Ab inh: 97; Arrestin-AP2 inh: 39; cardiac RTF act: 1; Keap1 Nrf2 FP: -3

Results for CN1CCCC(OC(=O)c2cccc(Cl)c2)C1 (centres undefined) ?
Cardiac RTF inh: -5; MOR-DOR ag: -3.6; MOR-DOR inv ag: 18; C-LANA FP: 1.1; V-ATPase pH: -1; Wnt act: 0; Arrestin-AP2 inh: 9; cardiac RTF act: -1; Keap1 Nrf2 FP: -2

Results for O=C(Nc1cccc(OCC(=O)N2CCOCC2)c1)C1CCCCC1 ?
Cardiac RTF inh: -4; MOR-DOR ag: -0.9; MOR-DOR inv ag: 5; C-LANA FP: 0.1; V-ATPase pH: -1; Pemphigus Ab inh: 101; Arrestin-AP2 inh: -5; cardiac RTF act: -7; Keap1 Nrf2 FP: 4

What do the screens show for `COC(=O)COc1ccc2c(=O)c(Oc3ccccc3Br)coc2c1`?
Cardiac RTF inh: -11; MOR-DOR ag: 0.8; MOR-DOR inv ag: -3; C-LANA FP: -2.2; V-ATPase pH: 7.8*; Wnt act: -1; Pemphigus Ab inh: 92; Arrestin-AP2 inh: 4; cardiac RTF act: -1; Keap1 Nrf2 FP: 5

Results for NS(=O)(=O)c1cccc(NC(=O)CSc2nc3nc(-c4cccs4)cc(C(F)(F)F)c3c(=O)[nH]2)c1 ?
Cardiac RTF inh: -1; MOR-DOR ag: -2.3; MOR-DOR inv ag: 11; C-LANA FP: 1.1; V-ATPase pH: 0; Wnt act: 0; Pemphigus Ab inh: 99; Arrestin-AP2 inh: -4; cardiac RTF act: 3; Keap1 Nrf2 FP: 0

How did C[C@@H]1CN([C@@H](C)CO)C(=O)c2cccc(NS(C)(=O)=O)c2O[C@H]1CN(C)C(=O)Nc1ccc(F)cc1 do in these assays?
Cardiac RTF inh: -4; MOR-DOR ag: -3.6; MOR-DOR inv ag: 17; C-LANA FP: 2.0; V-ATPase pH: -1; Wnt act: -1; Pemphigus Ab inh: 98; Arrestin-AP2 inh: 0; cardiac RTF act: -5; Keap1 Nrf2 FP: 1

What do the screens show for `O=C1C(=O)N(c2ccccn2)C(c2ccc(Br)cc2)/C1=C(/O)c1ccc(Br)cc1` (centres undefined)?
Cardiac RTF inh: -5; MOR-DOR ag: -1.4; MOR-DOR inv ag: 7; C-LANA FP: -0.2; V-ATPase pH: 0; Wnt act: 0; Pemphigus Ab inh: 174; Arrestin-AP2 inh: 1; cardiac RTF act: -1; Keap1 Nrf2 FP: 2

What do the screens show for `Cc1ccc(S(=O)(=O)N(Cc2ccccc2)C(C)C)cc1`?
Cardiac RTF inh: -3; MOR-DOR ag: 5.6; MOR-DOR inv ag: -28; C-LANA FP: -1.1; V-ATPase pH: 1; Wnt act: -1; Pemphigus Ab inh: 98; Arrestin-AP2 inh: -2; cardiac RTF act: 5; Keap1 Nrf2 FP: -1

What do the screens show for `CN(C)c1ccc(/C=N/NC(=O)CCc2c[nH]c3ccccc23)cc1`?
Cardiac RTF inh: 4; MOR-DOR ag: -0.5; MOR-DOR inv ag: 2; C-LANA FP: -2.2; V-ATPase pH: 0; Wnt act: 0; Pemphigus Ab inh: 86; Arrestin-AP2 inh: 7; cardiac RTF act: -1; Keap1 Nrf2 FP: -2

Results for Cc1ccccc1C(=O)N1CCC(C(=O)N2CCN(c3ncccn3)CC2)CC1 ?
Cardiac RTF inh: -8; MOR-DOR ag: -0.9; MOR-DOR inv ag: 4; C-LANA FP: 1.4; V-ATPase pH: 4; Wnt act: -5; Pemphigus Ab inh: 104; Arrestin-AP2 inh: 15; cardiac RTF act: 1; Keap1 Nrf2 FP: -2

Results for O=C(CN1C(=O)NC(Cc2c[nH]c3ccccc23)C1=O)NCCc1ccc(F)cc1 (centres undefined) ?
Cardiac RTF inh: -6; MOR-DOR ag: -2.5; MOR-DOR inv ag: 12; C-LANA FP: 0.1; V-ATPase pH: -5; Wnt act: 3; Pemphigus Ab inh: 107; Arrestin-AP2 inh: 36; cardiac RTF act: 0; Keap1 Nrf2 FP: -3

In the list so far, these contain a CF3 group.
What do the screens show for `O=C(CC1C(=O)OCC2CCCCN21)Nc1ccccc1C(F)(F)F` (centres undefined)?
Cardiac RTF inh: -8; MOR-DOR ag: -0.8; MOR-DOR inv ag: 4; C-LANA FP: 2.7; V-ATPase pH: 1; Wnt act: -1; Pemphigus Ab inh: 97; Arrestin-AP2 inh: 39; cardiac RTF act: 1; Keap1 Nrf2 FP: -3

Results for NS(=O)(=O)c1cccc(NC(=O)CSc2nc3nc(-c4cccs4)cc(C(F)(F)F)c3c(=O)[nH]2)c1 ?
Cardiac RTF inh: -1; MOR-DOR ag: -2.3; MOR-DOR inv ag: 11; C-LANA FP: 1.1; V-ATPase pH: 0; Wnt act: 0; Pemphigus Ab inh: 99; Arrestin-AP2 inh: -4; cardiac RTF act: 3; Keap1 Nrf2 FP: 0

More records:
What do the screens show for `C=CCN(c1ccccc1)S(=O)(=O)c1ccc2[nH]cc(C(=O)NCCOC)c(=O)c2c1`?
Cardiac RTF inh: -5; MOR-DOR ag: 1.4; MOR-DOR inv ag: -7; C-LANA FP: 0.3; V-ATPase pH: 0; Wnt act: 2; Pemphigus Ab inh: 102; Arrestin-AP2 inh: 7; cardiac RTF act: 0; Keap1 Nrf2 FP: -4

Results for CCc1noc(C)c1C(=O)NCCN1C(=O)S/C(=C\c2ccc(OC)cc2)C1=O ?
Cardiac RTF inh: -4; MOR-DOR ag: -0.9; MOR-DOR inv ag: 5; C-LANA FP: 0.0; V-ATPase pH: 0; Wnt act: 15; Pemphigus Ab inh: 102; Arrestin-AP2 inh: 7; cardiac RTF act: 3; Keap1 Nrf2 FP: -5

Results for CC(=O)NC12CC3CC(C1)CC(C(=O)Nc1nc4c(C)cccc4s1)(C3)C2 ?
Cardiac RTF inh: -7; MOR-DOR ag: -0.8; MOR-DOR inv ag: 4; C-LANA FP: 1.5; V-ATPase pH: -2; Wnt act: 4; Pemphigus Ab inh: 109; Arrestin-AP2 inh: 17; cardiac RTF act: -1; Keap1 Nrf2 FP: -3

Results for COc1cccc(NC(=O)c2cc3ccccc3cc2OC)c1 ?
Cardiac RTF inh: -8; MOR-DOR ag: -1.0; MOR-DOR inv ag: 5; C-LANA FP: -0.1; V-ATPase pH: -2; Wnt act: 49*; Pemphigus Ab inh: 115; Arrestin-AP2 inh: 4; cardiac RTF act: -6; Keap1 Nrf2 FP: 0

How did CC(C)(C)c1ccc(/C=N/NC(=O)C2CCCC2)cc1 do in these assays?
Cardiac RTF inh: 5; MOR-DOR ag: 0.8; MOR-DOR inv ag: -4; C-LANA FP: 0.2; V-ATPase pH: -2; Wnt act: 3; Pemphigus Ab inh: 102; Arrestin-AP2 inh: -11; cardiac RTF act: 1; Keap1 Nrf2 FP: -1

What do the screens show for `COc1ccc(OC)c(C2C3=C(N=c4s/c(=C\c5cccc(O)c5)c(=O)n42)c2ccccc2CC3)c1` (centres undefined)?
Cardiac RTF inh: -26; MOR-DOR ag: 3.0; MOR-DOR inv ag: -18; C-LANA FP: -0.4; V-ATPase pH: 4; Pemphigus Ab inh: 83; Arrestin-AP2 inh: -1; cardiac RTF act: 2; Keap1 Nrf2 FP: 0

What do the screens show for `Cc1ccc(NC(=O)NCCN2CCN(c3ccccc3)CC2)cc1Cl`?
Cardiac RTF inh: -1; MOR-DOR ag: 6.3; MOR-DOR inv ag: -28; C-LANA FP: 0.7; V-ATPase pH: -1; Wnt act: -1; Pemphigus Ab inh: 98; Arrestin-AP2 inh: -7; cardiac RTF act: -3; Keap1 Nrf2 FP: -2

What do the screens show for `O=C(COC(=O)C1=COCCO1)Nc1ccc(F)cc1`?
Cardiac RTF inh: 2; MOR-DOR ag: 0.5; MOR-DOR inv ag: -3; C-LANA FP: 1.0; V-ATPase pH: -4; Wnt act: 5; Pemphigus Ab inh: 106; Arrestin-AP2 inh: 28; cardiac RTF act: 0; Keap1 Nrf2 FP: 2

How did O=C(Nc1cccnc1)c1cccc(S(=O)(=O)Nc2cccc(Cl)c2)c1 do in these assays?
Cardiac RTF inh: -4; MOR-DOR ag: -2.5; MOR-DOR inv ag: 10; C-LANA FP: 0.4; V-ATPase pH: -1; Wnt act: -2; Pemphigus Ab inh: 101; Arrestin-AP2 inh: -4; cardiac RTF act: 14; Keap1 Nrf2 FP: 3

What do the screens show for `NC(Cc1c[nH]c2ccccc12)C(=O)Nc1ccccc1` (centres undefined)?
Cardiac RTF inh: -3; MOR-DOR ag: -3.5; MOR-DOR inv ag: 18; C-LANA FP: -0.5; V-ATPase pH: -2; Wnt act: -1; Pemphigus Ab inh: 101; Arrestin-AP2 inh: 0; cardiac RTF act: -7; Keap1 Nrf2 FP: -3

What do the screens show for `COC(=O)CC1Nc2ccccc2SC1=O` (centres undefined)?
Cardiac RTF inh: 5; MOR-DOR ag: 1.1; MOR-DOR inv ag: -7; C-LANA FP: -1.9; V-ATPase pH: 3; Wnt act: 0; Arrestin-AP2 inh: 26; cardiac RTF act: 5; Keap1 Nrf2 FP: 2

Compound activity: PubChem, several laboratories
